L3MBTL1 inh – L3MBTL1 (human) inhibition; AID 485360; Potency, µM (highest dose often 57.1 µM), inactives show at the top dose activity, negative = inhibition, hits mostly inhibitors; AlphaScreen L3MBTL1–H3K9me1 peptide binding; Q9Y468; 0.66% of 230,000 active; further: nearly all actives have a fitted effect of over 60% in size
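Displacement of a biotinylated histone H3(1-15) peptide monomethylated at Lys9 (75 nM) from L3MBTL1 (50 nM) was measured by AlphaScreen after a 30 min room-temperature compound incubation; cefsulodin titration served as intraplate control.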
TR SRC2 fluor cs – alters Texas Red total fluorescence, flagging assay interference. TRb/SRC2 Texas Red total fluorescence interference. Potency, µM (highest dose often 106 µM), inactives show at the top dose fluorescence change, negative = quenching. 0.29% of 280,000 active. AID 1479; active means well fitted curve in either direction with a large enough effect; inconclusive means small, poorly fitted or top-dose-only effect
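Flags fluorescent or light-absorbing compounds by total fluorescence, S + 2P, at 555 nm excitation and 632 nm emission. Mixture: 20 nM Texas Red SRC2 peptide, 0.6 uM human TRb LBD, 1 uM T3, 5% DMSO; compound exposure 5 h at ambient temperature.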
aGal spleen mod – inhibitors or activators of human alpha-galactosidase in spleen homogenate; P06280; human spleen homogenate, 4MU-alpha-Gal fluorescence, 40 min; Potency, µM (top dose mostly 80 µM), without a hit: at the top dose activity change, negative = inhibition, most hits filed as inhibitors; 0.008% of 240,000 active;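 further: 0% = enzyme with vehicle and -100% = no enzyme basal signal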
Target sequence (P06280 32-429 limits assumed): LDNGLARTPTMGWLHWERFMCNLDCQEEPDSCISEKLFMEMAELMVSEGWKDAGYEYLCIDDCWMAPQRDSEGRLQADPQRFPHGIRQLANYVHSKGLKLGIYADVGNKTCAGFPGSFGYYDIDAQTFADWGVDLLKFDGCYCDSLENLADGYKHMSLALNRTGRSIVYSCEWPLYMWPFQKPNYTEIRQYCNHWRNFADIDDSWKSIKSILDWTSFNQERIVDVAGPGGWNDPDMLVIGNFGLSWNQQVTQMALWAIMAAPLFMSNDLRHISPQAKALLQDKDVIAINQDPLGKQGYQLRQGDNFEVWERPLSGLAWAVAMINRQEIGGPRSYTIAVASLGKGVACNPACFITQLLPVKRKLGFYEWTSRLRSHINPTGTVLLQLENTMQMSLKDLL
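Spleen homogenate 1 ug + cpd (titration) + 4-MU-alpha-D-galactopyranoside 1 mM; 37C 40 min; 50 mM citrate/phosphate pH 5.0, 0.01% Tween-20; stop pH 10; fluorescence 365/440; AC50 via Hill.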
ALDH1A1 block – inhibitors of human aldehyde dehydrogenase 1A1; Purified ALDH1A1, NADH fluorescence, propionaldehyde substrate; Potency, µM (highest dose often 75.3 µM), inactives show at the highest dose activity, negative = inhibition, actives largely listed as inhibitors; 7.3% of 220,000 active; active means well fitted inhibition curve with a large enough effect, not every such curve was filed as active; inconclusive means small, poorly fitted or top-dose-only effect, or another doubt; inactive means no such curve, though single readings can be large or run the other way;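 further: plate controls were no enzyme wells and a reference inhibitor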
TRb-SRC2 inh – TRbeta-SRC2 interaction inhibition; 0.065% of 280,000 active; AID 1469; TRbeta-SRC2 peptide binding, fluorescence polarization; receptor liganded with 1 µM T3; P10828; Potency, µM (highest dose often 106 µM), without a hit: at the top dose activity change, negative = inhibition, actives largely listed as inhibitors;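 further: plate controls were bound peptide for no effect and peptide without receptor for full effect; nearly all actives have a fitted effect of over 50% in size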
Target sequence (P10828 whole entry, looked up): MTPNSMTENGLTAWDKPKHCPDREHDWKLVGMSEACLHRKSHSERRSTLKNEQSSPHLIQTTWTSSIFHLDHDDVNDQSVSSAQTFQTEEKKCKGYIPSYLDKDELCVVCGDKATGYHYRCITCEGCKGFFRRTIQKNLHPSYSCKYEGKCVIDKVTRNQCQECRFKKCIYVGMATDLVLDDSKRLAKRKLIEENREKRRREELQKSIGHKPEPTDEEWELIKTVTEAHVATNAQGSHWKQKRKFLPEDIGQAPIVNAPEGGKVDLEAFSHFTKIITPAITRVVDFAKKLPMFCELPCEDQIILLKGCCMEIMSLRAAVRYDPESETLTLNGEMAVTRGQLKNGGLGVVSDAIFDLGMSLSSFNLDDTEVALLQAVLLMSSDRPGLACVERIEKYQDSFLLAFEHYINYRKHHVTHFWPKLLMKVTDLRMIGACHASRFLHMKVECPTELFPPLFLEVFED
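Quantitative HTS by FP: 0.6 uM TRb LBD, 20 nM labeled SRC2 20-mer, 1 uM T3, 5% DMSO; 5 hr ambient incubation; % activity per concentration and potencies from concentration series.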
Tau fluor counter – counter-screen for tau fibril formation inhibitors | Potency, µM (titrated, usually from 57.7 µM), for the others: at the highest dose activity change, negative = decrease | 0.93% of 280,000 active | tau K18 P301L Alexa594 fluorescence, heparin fibrillization; further: nearly all actives have a fitted effect of over 55% in size
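Human K18 P301L tau (15 uM unlabeled plus 0.24 uM Alexa 594-labeled, final) in 100 mM sodium acetate pH 7 was mixed with compound and 20 uM heparin and incubated 6 hr at 37 C.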
Tau FP inhib – blocks human tau fibril formation measured by polarization | P10636 | K18 P301L tau heparin fibrillization, Alexa594 FP, 6 h | Potency, µM (titrated, usually from 57.7 µM), without a hit: top-dose activity, negative = inhibition, usual class: inhibitors | 0.39% of 280,000 active | AID 1468; further: nearly all actives have a fitted effect of over 55% in size
Target sequence (P10636 561-689 P618L limits assumed): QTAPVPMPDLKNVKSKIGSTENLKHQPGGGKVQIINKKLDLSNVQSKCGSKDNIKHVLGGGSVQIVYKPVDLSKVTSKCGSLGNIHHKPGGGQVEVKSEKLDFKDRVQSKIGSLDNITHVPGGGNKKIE
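Recombinant K18 P301L […], labeled with Alexa 594 at 0.24 uM over 15 uM unlabeled; heparin inducer 20 uM final; 37 C, 6 hr; FP endpoint.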
Tau fibril ThT – blocks human tau fibril formation measured by thioflavin T. P10636. recombinant tau K18 P301L, heparin-induced fibrillization, ThT fluorescence. Potency, µM (titrated, usually from 57.4 µM), inactives show top-dose activity, negative = inhibition, actives largely listed as inhibitors. 2.1% of 270,000 active. AID 1460; further: nearly all actives have a fitted effect of over 55% in size
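Fibril formation assay: tau K18 P301L at 15 uM with trace Alexa 594 label, heparin inducer 20 uM, pH 7 sodium acetate buffer, 37 C for 6 hr; endpoint ThT signal.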
Active calls of the source: *; ? = inconclusive; · = no result given; [ ] = remark or other dose. Unless noted, the call rests on the fitted dose curve; in most records, active means well fitted curve in the direction sought with a large enough effect; inconclusive means small, poorly fitted or top-dose-only effect, or another doubt; inactive means no such curve, though single readings can be large; an effect the other way counts as inactive or inconclusive. Unless noted, on the % scale 0 is the no-effect control and ±100 the full control effect; potency means the concentration at half of the fitted maximal effect. Rows were taken by chance (roughly 8.5% active in at least one column).

Start of the listing, in advance, 11 compounds:
SMILES	L3MBTL1 inh	TR SRC2 fluor cs	aGal spleen mod	ALDH1A1 block	TRb-SRC2 inh	Tau fluor counter	Tau FP inhib	Tau fibril ThT
Cc1cc(C)c2nc(C(F)(F)F)nc(N3CC(C)OC(C)C3)c2c1 (stereo unspecified)	·	0%	0%	6%	-8%	-8%	5%	-11%
Fc1ccccc1CNc1ccc(Cl)cc1	26%	1%	-3%	10%	0%	-6%	12%	2%
CC(=O)c1ccc(NC(=O)c2cc(-c3ccc(Cl)c(Cl)c3)on2)cc1	·	9%	·	·	-3%	-14%	1%	?
O=C(Nc1cccc(S(=O)(=O)C(F)F)c1)c1ccc(Cl)c(S(=O)(=O)N2CCOCC2)c1	-5%	0%	-7%	?	-1%	-26%	-12%	-5%
O=C(COc1ccccc1)NNC(=O)c1cc2ccccc2o1	8%	-1%	-1%	13%	-6%	3%	-1%	-4%
O=C(Oc1ccc(Cl)cc1N1C(=O)CCC1=O)c1ccco1	4%	2%	0%	7%	1%	1%	2%	-18%
O=C(OCc1nnc(-c2ccc(Cl)cc2)o1)c1ccc(O)cc1	6%	-4%	-5%	-1%	1%	-26%	-4%	?
O=C(Nc1ccc(S(=O)(=O)N2CCCCC2)cc1)c1ccc(CN2CCc3ccccc3C2)cc1	-12%	-3%	-1%	-10%	-1%	?	-14%	-6%
COc1ccccc1-c1coc2cc(O)cc(O)c2c1=O	·	1%	1%	13%	-15%	-18%	-2%	-13%
COc1ccc2nc(C)cc(N3CCC(C(N)=O)CC3)c2c1	·	-4%	0%	10%	-2%	-9%	-5%	-6%
CCOC(=O)c1[nH]c2ccc(Br)cc2c1NC(=O)CCN1CCCC(C)C1 (stereo unspecified)	1%	-2%	0%	-1%	-1%	-3%	-2%	-2%

Results (from the top)
SMILES	L3MBTL1 inh	TR SRC2 fluor cs	aGal spleen mod	ALDH1A1 block	TRb-SRC2 inh	Tau fluor counter	Tau FP inhib	Tau fibril ThT
Cc1cc(C)c2nc(C(F)(F)F)nc(N3CC(C)OC(C)C3)c2c1 (stereo unspecified)	·	0%	0%	6%	-8%	-8%	5%	-11%
Fc1ccccc1CNc1ccc(Cl)cc1	26%	1%	-3%	10%	0%	-6%	12%	2%
CC(=O)c1ccc(NC(=O)c2cc(-c3ccc(Cl)c(Cl)c3)on2)cc1	·	9%	·	·	-3%	-14%	1%	?
O=C(Nc1cccc(S(=O)(=O)C(F)F)c1)c1ccc(Cl)c(S(=O)(=O)N2CCOCC2)c1	-5%	0%	-7%	?	-1%	-26%	-12%	-5%
O=C(COc1ccccc1)NNC(=O)c1cc2ccccc2o1	8%	-1%	-1%	13%	-6%	3%	-1%	-4%
O=C(Oc1ccc(Cl)cc1N1C(=O)CCC1=O)c1ccco1	4%	2%	0%	7%	1%	1%	2%	-18%
O=C(OCc1nnc(-c2ccc(Cl)cc2)o1)c1ccc(O)cc1	6%	-4%	-5%	-1%	1%	-26%	-4%	?
O=C(Nc1ccc(S(=O)(=O)N2CCCCC2)cc1)c1ccc(CN2CCc3ccccc3C2)cc1	-12%	-3%	-1%	-10%	-1%	?	-14%	-6%
COc1ccccc1-c1coc2cc(O)cc(O)c2c1=O	·	1%	1%	13%	-15%	-18%	-2%	-13%
COc1ccc2nc(C)cc(N3CCC(C(N)=O)CC3)c2c1	·	-4%	0%	10%	-2%	-9%	-5%	-6%
CCOC(=O)c1[nH]c2ccc(Br)cc2c1NC(=O)CCN1CCCC(C)C1 (stereo unspecified)	1%	-2%	0%	-1%	-1%	-3%	-2%	-2%
O=C(Nc1ccccc1Cl)ON=C1c2ccccc2-c2ccccc21	9%	-2%	3%	?	11%	-12%	-7%	-12%
O=C(c1ccc(Cl)cc1)N1CCC(O)(CSc2ccccc2)CC1	-2%	-2%	-11%	1.4µM*	-7%	-15%	7%	-15%
COc1ccc(N2CCN(C(=O)c3ccc(S(=O)(=O)N4CCOCC4)cc3)CC2)cc1	-2%	0%	2%	-13%	5%	-18%	4%	?
COc1ccccc1Nc1c2c(nc3ccc(NC(=O)c4ccccc4F)cc13)CCCC2	·	-2%	·	·	-3%	?	4%	?
COc1ccc(-c2nnc3ccc(SC)nn23)cc1	-2%	-2%	7%	?	-18%	-5%	4%	?
COc1ccc(Cn2nnnc2C(c2cc3cccc(C)c3[nH]c2=O)N2CCN(C)CC2)cc1 (stereo unspecified)	-10%	-1%	6%	-13%	6%	-3%	-3%	-8%
CCCCOc1ccc(S(=O)(=O)n2c(C)nc3ccccc32)cc1	3%[11.4 µM]	1%	-3%	20%	5%	6%	3%	1%
Cc1ccc(NCCC(=O)c2ccc(Cl)c(Cl)c2)cc1	-1%	2%	4%	0.79µM*	-9%	-16%	11%	?
CCOCc1c(C(=O)NC2=Nc3ccccc3NC(CC)=C2C(=O)OCC)oc2ccccc12	5%	-1%	6%	?	-2%	-18%	3%	-10%
COc1ccc(NC(=O)CC2SC(=Nc3ccccc3)NC2=O)cc1 (stereo unspecified)	6%	0%	3%	4%	-21%	-11%	-8%	-6%
O=c1/c(=C/c2ccc(O)cc2)sc2nc3cc(Br)cnc3n12	-13%	-2%	-11%	20µM*	5%	-9%	-15%	?
Cc1ccc(-n2nc(C)c3c2OC(N)=C(C#N)C3c2ccc(F)cc2)cc1 (stereo unspecified)	·	1%	-1%	4%	-2%	-4%	-2%	-3%
COc1ccc(OCC(O)CNC(=O)c2sccc2Cl)cc1 (stereo unspecified)	-3%	0%	-4%	·	-7%	-9%	-3%	-13%
O=C(Nc1cccc(S(=O)(=O)NC2=NCCCCC2)c1)c1cc(-c2ccco2)nc2ccccc12	35µM*	-24%	-4%	?	11%	-28%	-17%	?

Next section; it opens with the 2 that closed the last part.
SMILES	L3MBTL1 inh	TR SRC2 fluor cs	aGal spleen mod	ALDH1A1 block	TRb-SRC2 inh	Tau fluor counter	Tau FP inhib	Tau fibril ThT
COc1ccc(OCC(O)CNC(=O)c2sccc2Cl)cc1 (stereo unspecified)	-3%	0%	-4%	·	-7%	-9%	-3%	-13%
O=C(Nc1cccc(S(=O)(=O)NC2=NCCCCC2)c1)c1cc(-c2ccco2)nc2ccccc12	35µM*	-24%	-4%	?	11%	-28%	-17%	?
Cc1ccc(-n2[nH]c(C)c(/C=N/c3cccc(C)n3)c2=O)cc1	-2%	0%	5%	·	2%	-16%	-1%	?
COc1ccc(C(C(=O)NC2CCCC2)N(C(=O)c2ccco2)c2ccc3c(c2)OCO3)cc1OC (stereo unspecified)	-3%	0%	11%	1%	-27%	1%	5%	-9%
CC(C)c1ccc(S(=O)(=O)Nc2ccc(O)c(Sc3nc4ccccc4s3)c2)cc1	·	-3%	·	·	5%	14µM*[quencher]	?	?
Cc1cccc(/C=N/NC(=O)Cn2nnnc2N)n1	20%	0%	-7%	2%	-8%	1%	4%	-4%
Cc1nc(-c2ccc(S(=O)(=O)Nc3ccc(C#N)cc3)cc2)co1	·	?	·	·	-14%	-7%	2%	2%
COCCNC(=O)c1c[nH]c2ccc(S(=O)(=O)Nc3ccc(F)cc3F)cc2c1=O	·	-2%	·	·	3%	-13%	2%	-4%
CC1=C(CCC(=O)O)c2cc3nc(cc4[nH]c(cc5[nH]c(cc1n2)c(C)c5C(C)O)c(C)c4C(C)O)C(C)=C3CCC(=O)O (stereo unspecified)	·	45µM*[fluorescent]	-6%	-1%	35µM*	-23%	?	?
Cc1cccc(N2CC(C(=O)OCc3ccc([N+](=O)[O-])cc3)CC2=O)c1 (stereo unspecified)	1%	-1%	3%	-14%	-7%	-9%	-2%	-15%
CCCOC(=O)c1ccc(NC(=O)CSC2=Nc3ccccc3C3CC=NN23)cc1 (stereo unspecified)	·	-2%	3%	32µM*	-3%	?	?	?
O=C1NC(c2ccccc2)=C(c2nc3ccccc3s2)C(c2ccccc2)N1 (stereo unspecified)	-13%	-1%	1%	?	1%	-8%	0%	-18%
CC1C2C(C)N(C)C(=O)N(C)C2N(C)C(=O)N1C (stereo unspecified)	·	-9%	-1%	-13%	-2%	8%	-1%	11%
CC(=O)Nc1c(N)c2ccccc2oc1=O	8%	0%	-4%	-1%	-8%	-1%	-1%	-5%
CC(=O)Nc1cccc(NC(=O)CCc2ccccc2)c1	·	-2%	-8%	12%	-8%	-9%	-1%	-11%
C#CCOCCOCCOCCNc1nc(N2CCN(C(=O)[C@H]([C@@H](C)CC)n3cc([C@@H](N)CC(C)C)nn3)CC2)nc(N2CCN(C(=O)[C@H](Cc3ccc(O)cc3)n3cc([C@@H](N)CC(C)C)nn3)CC2)n1	-18%	-1%	7%	0%	-3%	6%	5%	-9%
CN(C)c1ccc(-c2nc3ccc(Cl)cn3c2Nc2ccc3c(c2)OCCO3)cc1	·	3%	·	·	-5%	?	12%	?
CC1=NN(C(=O)c2ccc(Cn3nc(C)c(Br)c3C)cc2)C(O)(C(F)(F)F)C1 (stereo unspecified)	-3%	-2%	-4%	6%	2%	-12%	6%	-8%
CCCC(C)C(=O)Nc1cc([N+](=O)[O-])ccc1F (stereo unspecified)	3%	1%[53 µM]	6%	13%	-10%[53 µM]	6%	5%	9%
Cc1ccc(Cl)cc1N1CCN(C(=O)Cc2cn(C)c3ccccc23)CC1	·	3%	1%	?	-5%	-15%	4%	?
Cn1nc(C(F)(F)F)c(/C=N/OC(=O)c2ccccc2)c1Sc1ccc(Cl)cc1	·	-1%	25%	7%	7%	-16%	-6%	-6%
COc1cccc(CSc2ccc(S(=O)(=O)N3CCOCC3)cc2C(=O)NCC2CCCO2)c1OC (stereo unspecified)	·	1%	0%	?	-2%	-9%	0%	-2%
CCNc1ccc(N=Nc2c(C)n(C)n(-c3ccccc3)c2=O)cc1	-28%	-4%	-2%	?	-4%	-11%	3%	16µM*
N=C1N=C(N)c2cc3ccccc3cc21	·	-4%	6%	?	3%	·	·	·
O=C(c1cccc(S(=O)(=O)Nc2cccc(C(F)(F)F)c2)c1)N1CCOCC1	3%	-1%	9%	·	2%	-5%	0%	-1%

Screening results from PubChem.
